Compound activity deposited in PubChem by Broad Institute.
GSIS activator: primary screen for activators of insulin secretion dependent on glucose, INS-1E cells, GLuc reporter luminescence; activation, % at 16.6 µM; 0.61% of 370,000 active; AID 743287; INS-1E GLuc reporter insulin secretion, 2-3 h;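 active = lowest replicate activation of at least 40%, so every replicate reaches that level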;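 note: 0% = median of neutral control wells and 100% = median of IBMX positive control wells; some compounds called inactive have numbers as strong as hits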
FN deposit inh: fibronectin deposition inhibition. 0.086% of 350,000 active. inhibition, % at 12.6 µM. AH1F fibroblasts, Alexa488-fibronectin deposition fluorescence, overnight;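 active = mean inhibition across replicates of 30% or more, regardless of how many single replicates reach that level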;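 note: positive control wells lacked labelled fibronectin entirely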
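Schedule: 1 h cell adhesion before compound, then overnight fibronectin incubation; test system: AH1F fibroblast monolayer depositing Alexa488-labelled fibronectin into matrix; quantity: 10000 AH1F cells per well; probe or stimulus: fluorescent fibronectin at 24 nM final; signal: fluorescence, ex 485 nm, em 525 nm; evaluation: percent inhibition as loss of matrix-bound fibronectin fluorescence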
C2C12 statin: suppressors of simvastatin-induced myotoxicity in C2C12 myotubes; AID 602340; rescue of ATP level, % at 7.49 µM; 0.78% of 330,000 active; ATP luminescence, 48 h; scaled: DMSO 0, geranylgeraniol control 100;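 active = mean ATP rescue above about 67%, or every replicate alone reaching that limit, limit read from the data, passing the limit was not always enough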;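 note: myotubes were challenged with 10 µM simvastatin during compound exposure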
Cneo AK release: causes C. neoformans cell lysis; 0.2% of 360,000 active; lysis activity, % at 15 µM; AID 651654; adenylate kinase release luminescence, 4 h; normalised: neutral wells 0, clomiphene wells 100;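 active = mean lysis activity across replicates of at least 80%, whatever share of replicates individually reach that level; inactive = mean lysis activity below 80%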
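Material – log-phase Cryptococcus neoformans yeast cells · Input – 5 × 10^6 yeast cells/mL · Medium – fresh YPD growth medium · Doses – single compound concentration per well · Timing – static 4 h at 37 °C with compound, 1 h detection · Detection – adenylate kinase release luminescence · Read-out – signal increase indicating cell lysis · Control set – Clomiphene as positive lysis control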
F508del corr: correctors of CFTR F508del function in bronchial epithelial cells; CFBE cells, YFP halide quenching; stimulated with forskolin plus potentiator P3; % fluorescence drop versus neutral controls; activity (quench increase), % at 7.58 µM; 0.36% of 350,000 active; AID 720511;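 active = mean added fluorescence quench of at least 8% versus neutral control, with both replicates also reaching 8%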;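 note: cells transiently co-express mutant CFTR-F508del with the halide-sensitive YFP; corrector assay measuring rescue of mutant channel to the surface after 24 h compound exposure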
PGC1a acetyl inh: PGC1a acetylation modulation, inhibitor mode | U2OS PGC1a acetylation, AlphaScreen anti-acetyl-lysine; with virally co-expressed GCN5 acetyltransferase | inhibition, % at 15.6 µM | 0.17% of 350,000 active | AID 651687;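 active = every replicate shows inhibition of at least 40%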;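 note: 0% = neutral control wells and 100% = positive control wells; some results beyond the cut were filed as inactive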
miR-122 sensor: blocks miR-122 activity in Huh7 sensor cells. Huh7 miR-122 Renilla luciferase sensor, 48 h; neutral wells = 0, positive control = 100. activation (reporter increase), % at 12.5 µM. 0.3% of 340,000 active;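 active = mean replicate activation score at least 90 and every replicate individually at or above 90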;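 note: higher luciferase means less miR-122 activity so hits act as miR-122 inhibitors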
PglD DTNB: inhibitors of Campylobacter jejuni PglD acetyltransferase; purified PglD enzyme, DTNB colorimetric CoA detection; inhibition, % at 12.5 µM; 0.098% of 360,000 active; in the data active = inhibition above about 16%, passing the limit was not always enough; note: strong numbers were not always called active
* hit, by the source's call; nt = no result given; [ ] = dose if it differs, or a comment. The order is random; 2.1% or so of the library scored in one or more.

nr	SMILES	GSIS activator	FN deposit inh	C2C12 statin	Cneo AK release
1	COC(=O)c1c(NC(=O)c2ccco2)sc2c1CC(C)(C)NC2(C)C	27	-3	-1	6
2	CC1(C)Cc2c(sc3ncnc(N)c23)CO1	nt	nt	-3	2
3	N/C(=N\OC(=O)c1cc([N+](=O)[O-])ccc1Cl)c1cccnc1	25	5	nt	-5
4	CCN(CC)CCN1C(=O)C(=O)/C(=C(/O)c2ccncc2)C1c1ccccc1F (stereo not drawn)	-6	nt	5	3
5	C[C@@H]1CN([C@H](C)CO)C(=O)CCCn2nncc2CO[C@@H]1CN(C)Cc1ccc2c(c1)OCCN2C	14	0	9	7
6	CC(=O)Nc1cccc(NC(=O)c2ccco2)c1	nt	5	8	1
7	Cc1cc(NC(=O)C(C)SCC(=O)Nc2ccc(SC(F)F)cc2)no1 (stereo not drawn)	-9	-3	-3	0
8	COc1cccc(-c2ccc([C@H]3[C@H](CO)N4CCCCN(S(=O)(=O)c5cccs5)C[C@@H]34)cc2)c1	-21	nt	0	8

nr	F508del corr	PGC1a acetyl inh	miR-122 sensor	PglD DTNB
1	0.3	nt	nt	5
2	nt	2	-10	-6
3	-0.7	-3	nt	-5
4	nt	4	0	1
5	1.6	4	-3[16.7 µM]	0
6	nt	4	4	-5
7	-2.1	nt	nt	-5
8	0.8	-16	1[16.7 µM]	0

The listing continues.
nr	SMILES	GSIS activator	FN deposit inh	C2C12 statin	Cneo AK release
9	CCOC(=O)NC1CCS(=O)(=O)C1 (stereo not drawn)	nt	3	nt	-1
10	Cc1noc(C)c1S(=O)(=O)Nc1cccc2c1O[C@@H](CN(C)Cc1ccc(C(=O)Nc3ccccc3N)cc1)[C@@H](C)CN([C@H](C)CO)C2=O	10	-4	nt	nt
11	O=C(CSc1nc2ccc(NC(=O)C3CCCCC3)cc2s1)NCC1CCCO1 (stereo not drawn)	4	2	1	2
12	CCCCNC(=O)c1ccc2c(SCC(=O)O)c3c(nc2c1)CCCC3	0	7	nt	-3
13	CC1=C(C(=O)OC(C)C)C(c2ccc(O)cc2)NC(=O)N1 (stereo not drawn)	nt	5	-8	-2
14	O=C(CSc1nc2ccccc2o1)c1ccc2c(c1)OCCO2	11	nt	-2	1
15	Clc1ccc(Sc2cc(N3CCOCC3)nc(-c3ccccc3)n2)cc1	1	nt	-19	-4
16	O=C(O)c1cccc(NC(=O)c2ccccc2)c1	-11	4	-1	-1

nr	F508del corr	PGC1a acetyl inh	miR-122 sensor	PglD DTNB
9	nt	-7	-2	-1
10	0.9	-1	nt	nt
11	nt	-5	-1	8
12	nt	nt	-4	6
13	nt	20	-4	5
14	nt	7	1	-3
15	nt	-13	-4	-8
16	3.0	2	2	-4

Quoted from the listing:
`C[C@@H]1CN([C@H](C)CO)C(=O)CCCn2nncc2CO[C@@H]1CN(C)Cc1ccc2c(c1)OCCN2C` in miR-122 sensor is listed with -3[16.7 µM]
`O=C(CSc1nc2ccc(NC(=O)C3CCCCC3)cc2s1)NCC1CCCO1` (stereo not drawn) in GSIS activator is listed with 4

(cont.)
nr	SMILES	GSIS activator	FN deposit inh	C2C12 statin	Cneo AK release
17	CCOC(=O)C(=O)/C(=C\N(C)C)c1onc(-c2c(F)cccc2Cl)c1C(=O)OC	-3	nt	11	9
18	CN(C(=O)COC(=O)c1cccnc1Nc1ccccc1F)C1CCS(=O)(=O)C1 (stereo not drawn)	11	-1	7	1
19	Nc1ccc(N2CCCCC2)c2nonc12	24	-5	3	-3
20	COc1cccc(-c2cnc3c(NC(C)=O)cc(-c4ccc(S(C)(=O)=O)cc4)cn23)c1	29	20	-28	0
21	Cc1ccc(NC(=O)Nc2ccc3c(c2)C(=O)N(C)[C@@H]2CC[C@H](CC(=O)O)O[C@H]2CO3)cc1	7	-8	-6	1
22	Cc1ccc2oc(=O)c3cc(C(=O)NCCN4CCN(C)CC4)sc3c2c1	-1	-4	3	2
23	CC(=O)OCCN(CCOC(C)=O)c1c(C)[nH]c(=O)[nH]c1=O	23	6	9	0
24	C[C@@H]1CCCCO[C@H](CN(C)Cc2ccccc2)[C@@H](C)CN([C@H](C)CO)C(=O)c2cc(NC(=O)c3ccncc3)ccc2O1	33	2	nt	48

nr	F508del corr	PGC1a acetyl inh	miR-122 sensor	PglD DTNB
17	nt	11	2	5
18	2.4	-11	-5	-3
19	-0.6	4	-6	1
20	3.4	-12	nt	4
21	-1.5	-7	0[16.7 µM]	-2
22	2.0	nt	nt	2
23	nt	-4	nt	0
24	1.6	-1	-10[16.7 µM]	1

(more compounds)
nr	SMILES	GSIS activator	FN deposit inh	C2C12 statin	Cneo AK release
25	O=C(Nc1cccnc1)c1cccs1	36	nt	14	0
26	Cc1ccc(-c2nc(CS(=O)CC(=O)NCCC(C)C)c(C)o2)cc1 (stereo not drawn)	-3	-9	-4	1
27	Cn1c(SCC(=O)NCC2CCCO2)nc2c(c1=O)SCC2 (stereo not drawn)	12	4	0	2
28	CCN(CC)c1ccc(NC(=O)c2cncc(Br)c2)cc1	nt	nt	nt	2
29	O=C(CSc1nc(-c2ccc(Cl)cc2)[nH]c(=O)n1)Nc1cccc(Cl)c1	-15	-19	nt	-1
30	CCOc1cc(/C=C2\NC(=O)NC2=O)cc([N+](=O)[O-])c1O	-43	-2	9	0
31	COc1ccc(S(=O)(=O)Nc2ccc3c(c2)C(=O)N([C@@H](C)CO)C[C@H](C)[C@@H](CN(C)C(=O)C2CCCCC2)OCCCC[C@@H](C)O3)cc1	-31	nt	nt	1
32	CC(C)CCn1c(Cl)nc2c1c(=O)n(C)c(=O)n2C	nt	6	-13	0

nr	F508del corr	PGC1a acetyl inh	miR-122 sensor	PglD DTNB
25	4.6	-26	13	-1
26	-1.5	-16	7	0
27	-6.1	-6	nt	-4
28	nt	20	28	1
29	-2.9	-10	11	2
30	-1.7	-4	1	-5
31	0.5	-5	-14[16.7 µM]	0
32	nt	4	-15	0

Part of the list above, screen by screen:
22	Cc1ccc2oc(=O)c3cc(C(=O)NCCN4CCN(C)CC4)sc3c2c1
23	CC(=O)OCCN(CCOC(C)=O)c1c(C)[nH]c(=O)[nH]c1=O
24	C[C@@H]1CCCCO[C@H](CN(C)Cc2ccccc2)[C@@H](C)CN([C@H](C)CO)C(=O)c2cc(NC(=O)c3ccncc3)ccc2O1
25	O=C(Nc1cccnc1)c1cccs1
26	Cc1ccc(-c2nc(CS(=O)CC(=O)NCCC(C)C)c(C)o2)cc1 (stereo not drawn)
27	Cn1c(SCC(=O)NCC2CCCO2)nc2c(c1=O)SCC2 (stereo not drawn)
28	CCN(CC)c1ccc(NC(=O)c2cncc(Br)c2)cc1
29	O=C(CSc1nc(-c2ccc(Cl)cc2)[nH]c(=O)n1)Nc1cccc(Cl)c1

Screen / compound no. | 22 | 23 | 24 | 25 | 26 | 27 | 28 | 29
GSIS activator | -1 | 23 | 33 | 36 | -3 | 12 | nt | -15
FN deposit inh | -4 | 6 | 2 | nt | -9 | 4 | nt | -19
C2C12 statin | 3 | 9 | nt | 14 | -4 | 0 | nt | nt
Cneo AK release | 2 | 0 | 48 | 0 | 1 | 2 | 2 | -1
F508del corr | 2.0 | nt | 1.6 | 4.6 | -1.5 | -6.1 | nt | -2.9
PGC1a acetyl inh | nt | -4 | -1 | -26 | -16 | -6 | 20 | -10
miR-122 sensor | nt | nt | -10[16.7 µM] | 13 | 7 | nt | 28 | 11
PglD DTNB | 2 | 0 | 1 | -1 | 0 | -4 | 1 | 2

Following part
nr	SMILES	GSIS activator	FN deposit inh	C2C12 statin	Cneo AK release
33	CN(C)C(=O)c1cccc(-c2ccc([C@@H]3[C@@H](C#N)N(C(=O)C4CC4)[C@@H]3CO)cc2)c1	-2	2	-6	-3
34	Cc1ccc(C(=O)Nc2ccc(C(=O)O)cc2)cc1S(=O)(=O)Nc1cccc([N+](=O)[O-])c1	-11	9	nt	nt
35	COc1cc(CC(=O)OCC(=O)c2c[nH]c3ccccc23)cc(OC)c1OC	12	-4	-12	1
36	CCOc1ccccc1NC(=O)NC1(C(=O)N2CCOCC2)CCCCC1	nt	nt	-3	20
37	C[C@@H]1CN([C@H](C)CO)C(=O)CCCn2cc(nn2)CO[C@@H]1CN(C)Cc1cccc2c1OCCCO2	5	6	2	nt
38	CC(O)[C@H]1CC[C@H]2[C@@H]3CC[C@H]4C[C@@H](O)CC[C@]4(C)[C@H]3/C(=N/O)C[C@]12C (stereo partly drawn)	1	-7	-16	3
39	CCN[C@H]1CN(CCCOC)S(=O)(=O)c2sc(S(N)(=O)=O)cc21	nt	3	3	-1
40	COCC(=O)N1CC2(C1)CN(S(C)(=O)=O)[C@@H](CO)c1c2c2ccc(OC)cc2n1C	20	-8	nt	nt

nr	F508del corr	PGC1a acetyl inh	miR-122 sensor	PglD DTNB
33	-0.7	5	nt	1
34	2.6	5	nt	nt
35	7.6	-6	nt	3
36	nt	nt	2	-6
37	3.2	3	-1[16.7 µM]	nt
38	2.3	nt	nt	0
39	10*	nt	2	0
40	0.1	6	nt	nt

Other structures
nr	SMILES	GSIS activator	FN deposit inh	C2C12 statin	Cneo AK release
41	CN1CCN(C(=O)C[C@@H]2CC[C@H]3[C@@H](COC[C@@H](O)CN3C(=O)c3ccc(F)cc3)O2)CC1	21	-4	-9	-2
42	COCC(=O)Nc1ccc2c(c1)C(=O)N(C)C[C@H](OC)[C@H](C)CN(C(=O)C1CCCC1)[C@@H](C)CO2	4	-14	-9	2
43	O=C(CN1CCOCC1)NCC[C@H]1CC[C@@H](NC(=O)c2ccc3c(c2)OCO3)[C@H](CO)O1	11	1	-12	0
44	C[C@@H]1CN([C@@H](C)CO)C(=O)Cc2cc(NS(=O)(=O)c3cn(C)cn3)ccc2O[C@@H]1CN(C)S(=O)(=O)c1cccs1	1	-5	-23	0
45	CCCCOc1ccccc1-c1ccccc1CN1[C@@H](C(C)C)COCCS1(=O)=O	-31	-2	-8	9
46	C/C=C/c1ccc2c(c1)[C@@H]1[C@@H](CCN1C(=O)Cc1cccnc1)[C@H](CO)N2C	8	-5	-6	8
47	O=C(CN1C(=O)CC(c2ccccc2)S(=O)(=O)c2ccccc21)NC1CCCC1 (stereo not drawn)	20	-9	nt	0
48	CCCCN(C(=O)CSc1cc(C)c2ccc(OC)cc2n1)c1c(N)n(Cc2ccccc2)c(=O)[nH]c1=O	-28	-28	nt	1

nr	F508del corr	PGC1a acetyl inh	miR-122 sensor	PglD DTNB
41	-0.1	8	3[16.7 µM]	-1
42	-0.3	-10	-16[16.7 µM]	2
43	0.6	-3	nt	2
44	1.1	4	-8[16.7 µM]	1
45	-0.4	-14	-6	-4
46	1.0	10	-5[16.7 µM]	-1
47	-0.4	nt	nt	-4
48	0.8	5	0	-17

Following part:
nr	SMILES	GSIS activator	FN deposit inh	C2C12 statin	Cneo AK release
49	Nc1cccc(NC(=O)c2ccco2)c1	-5	-4	1	5
50	Cc1noc(C)c1S(=O)(=O)Nc1ccc2c(c1)CC(=O)N([C@@H](C)CO)C[C@@H](C)[C@@H](CN(C)Cc1ccc(C(=O)O)cc1)O2	7	nt	54	-2
51	CN(C)CC(=O)N[C@@H]1CC[C@H](CCNC(=O)C2CC2)O[C@H]1CO	2	9	nt	nt
52	O=C(C1=NN(c2ccccc2)C(=O)CC1)N1CCc2ccccc2C1	113*	-2	13	7
53	O=C(NCc1ccccc1)C1=C[C@@H](c2coc3ccccc3c2=O)C[C@@H](OCCCCO)O1	-13	3	-26	-2

nr	F508del corr	PGC1a acetyl inh	miR-122 sensor	PglD DTNB
49	-2.6	-17	1	5
50	-0.8	11	0[16.7 µM]	1
51	2.5	-4	nt	nt
52	2.8	-9	-3	-3
53	-1.9	-9	4	3
